# Bioassay records as filed in PubChem BioAssay.
# Ba/F3 V617F tox: reduce viability of Ba/F3 cells dependent on JAK2V617F; Ba/F3 EpoR-JAK2V617F viability, ATP luminescence; inhibition, % at 5.6 µM; 220,000 compounds, 1.1% hits; AID 1446;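 active means inhibition above the campaign mean plus 3 SD over all tested compounds, cut at about 24% in these data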;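 further: cytokine-independent growth of Ba/F3 cells driven by EpoR plus mutant JAK2; 0% = DMSO-treated cells and 100% = JAK inhibitor I control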
# S1P4 ag: activates the human S1P4 receptor; O95977; S1P4-expressing cell line, agonist reporter assay; activation, % at 4.98 µM; 220,000 compounds, 0.35% hits; AID 1509; in the data active means activation above about 11%;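 further: 0% = DMSO vehicle and 100% = reference agonist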
# BaF3 tox: parental Ba/F3 viability inhibition as JAK2V617F counter-screen | CellTiter-Glo ATP luminescence | inhibition, % at 5.6 µM | 220,000 compounds, 1.1% hits;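 active means inhibition above a per-campaign cutoff, the mean inhibition of all tested compounds plus 3 SD, cut at about 27% in these data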;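 further: 0% = DMSO wells and 100% = JAK Inhibitor I control wells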
# NPY2 pot ag: human NPY-Y2 potentiation or agonism, primary screen; P49146; cells expressing NPY-Y2, potentiator/agonist read-out; activation, % at 3.6 µM; 220,000 compounds, 0.45% hits; AID 1359; in the data active means activation above about 27%;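 further: cells stimulated with NPY near EC25 plus isoproterenol at EC100; 0% = vehicle plus submaximal agonist and 100% = vehicle plus saturating agonist; some results beyond the cut were filed as inactive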
# RBBP9 inhibitor: blocks human serine hydrolase RBBP9. O75884. recombinant RBBP9, FP-Rh probe fluorescence polarization. inhibition, % at 7.94 µM. 220,000 compounds, 0.2% hits;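 active means inhibition above the campaign mean of all tested compounds plus 3 SD, cut at about 14% in these data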;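 further: plate controls were DMSO wells with RBBP9 for no effect and wells lacking RBBP9 protein for full effect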
#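 Material: RBBP9 protein. Amount: RBBP9 at 2.5 µM in dispensed solution, before mixing. Schedule: 30 min then 45 min, 25 °C. Medium: Tris buffer pH 8.0, NaCl, Pluronic. Measured by: fluorescence polarization. Measure: percent inhibition from mP, scaled between DMSO and no-protein wells. Replication: one well per compound.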
# NPY Y1 blocker: NPY-Y1 (human) receptor antagonism | P25929 | HEK293-CNG Y1 cells, membrane potential fluorescence; NPY at EC95, then isoproterenol | inhibition, % at 3.6 µM | 200,000 compounds, 1% hits | AID 1040;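 active means inhibition above the campaign mean inhibition of all tested compounds plus 3 SD, cut at about 20% in these data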;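 further: 0% = DMSO wells given NPY plus isoproterenol and 100% = isoproterenol alone without NPY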
# Target sequence (P25929 whole entry, looked up): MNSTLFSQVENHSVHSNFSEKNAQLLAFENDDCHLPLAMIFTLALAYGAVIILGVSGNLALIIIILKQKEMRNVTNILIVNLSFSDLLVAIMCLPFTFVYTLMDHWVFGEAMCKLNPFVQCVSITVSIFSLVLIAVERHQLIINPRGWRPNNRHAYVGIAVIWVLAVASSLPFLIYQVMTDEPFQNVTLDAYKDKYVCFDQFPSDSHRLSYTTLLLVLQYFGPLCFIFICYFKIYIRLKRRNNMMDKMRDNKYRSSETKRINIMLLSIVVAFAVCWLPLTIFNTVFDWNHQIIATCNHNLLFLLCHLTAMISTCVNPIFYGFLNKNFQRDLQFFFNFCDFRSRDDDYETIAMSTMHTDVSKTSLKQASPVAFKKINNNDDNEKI
#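 Material: HEK293 Y1/CNG channel cell line | Also added: NPY (25 nM), isoproterenol (1 µM), Ro 20-1724 (25 µM) | Compound: One concentration, 3.6 µM, in 0.4% DMSO | Schedule: 3 h dye uptake, 1 h room-temperature compound, 45 min post-isoproterenol | Signal: Membrane-potential fluorescent dye readout | Read-out: % inhibition of NPY effect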
# NPY-Y1 PAM-ag: potentiates or activates human NPY-Y1 receptor. 220,000 compounds, 0.37% hits. NPY-Y1 expressing cells, potentiator/agonist activation. activation, % at 3.6 µM. P25929; in the data active means activation above about 33%, passing the limit was not always enough;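 further: cells stimulated with NPY at EC10 then isoproterenol at EC100; 0% = low agonist plus stimulus and 100% = saturating agonist plus stimulus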
# S1P4 antag: human S1P4 receptor antagonism. inhibition, % at 4.98 µM. O95977. S1P4-expressing cells, antagonist mode, reporter read-out. 220,000 compounds, 0.26% hits; in the data active means inhibition above about 29%;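 further: 0% = wells stimulated with agonist and 100% = vehicle wells without agonist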
# Runt-CBFb FRET: Runt domain-CBFb interaction inhibition | AID 1496 | Cerulean-Runt/Venus-CBFb FRET ratio 530/480, 1 h | Q01196+Q13951 | inhibition, % at 20 µM | 220,000 compounds, 0.46% hits;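 active means inhibition over about 50% at 20 µM in the single-dose screen, limit read from the data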;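 further: 0% = DMSO wells and 100% = excess unlabeled CBFb competitor control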
# Target sequence (Q01196 whole entry, looked up, the tested form may be a part): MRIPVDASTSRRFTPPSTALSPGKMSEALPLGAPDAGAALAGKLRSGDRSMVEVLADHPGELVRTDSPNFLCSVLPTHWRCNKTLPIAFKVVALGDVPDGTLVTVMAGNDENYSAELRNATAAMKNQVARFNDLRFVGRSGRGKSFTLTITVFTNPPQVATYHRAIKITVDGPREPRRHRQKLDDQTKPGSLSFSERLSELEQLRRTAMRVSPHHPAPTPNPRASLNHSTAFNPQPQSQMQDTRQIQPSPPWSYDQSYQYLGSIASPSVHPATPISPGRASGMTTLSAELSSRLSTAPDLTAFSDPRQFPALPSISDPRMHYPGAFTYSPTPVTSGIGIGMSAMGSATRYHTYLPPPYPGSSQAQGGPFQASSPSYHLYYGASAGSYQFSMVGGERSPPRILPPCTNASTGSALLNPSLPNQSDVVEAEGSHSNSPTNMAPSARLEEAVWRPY
# Target sequence (Q13951 whole entry, looked up, the tested form may be a part): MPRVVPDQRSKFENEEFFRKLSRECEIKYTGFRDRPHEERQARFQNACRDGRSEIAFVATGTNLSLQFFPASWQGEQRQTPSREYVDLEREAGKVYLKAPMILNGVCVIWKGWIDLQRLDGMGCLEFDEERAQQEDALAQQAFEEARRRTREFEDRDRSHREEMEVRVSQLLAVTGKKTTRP
#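 Assay system: Cerulean-Runt domain / Medium: Tris 50 mM pH 7.5, KCl, K2SO4, 0.01% BSA / Timing: protein complex preformed 1 h, compound exposure 1 h, room temperature, dark / Measured by: FRET, excitation 422 nm, emission at 530 and 480 nm / Evaluation: loss of energy transfer signal / Control set: 5 µM unlabeled CBFb as full-inhibition high control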
# * hit, by the source's call; / = not tested or not shown. Hits appear at their usual frequency; overall some 3.6% were active at least once.
cpd	SMILES	Ba/F3 V617F tox	S1P4 ag	BaF3 tox	NPY2 pot ag	RBBP9 inhibitor
1	Cn1c(Sc2ccc(Br)cc2)c(C=O)c2ccccc21	1	-2.2	2	-1	1
2	Cn1c(=O)c2c(nc(NCc3cccnc3)n2Cc2cccc(C(F)(F)F)c2)n(C)c1=O	53*	0.1	53*	-10	14
3	N/C(=N\OC(=O)c1ccc2c(c1)OCO2)c1cccc([N+](=O)[O-])c1	2	0.9	3	8	0
4	CC(C)(C)c1ccc(Cn2ccc(-c3ccc4c(c3)OCO4)n2)cc1	-2	-0.6	6	-8	-2
5	Cn1c(=O)[nH]c(=O)c2c1nc(N1CCOCC1)n2CCN1CCOCC1	1	0.8	7	-14	8
6	CC(C)[C@H](NC(=O)c1ccco1)C(=O)OCC(=O)N1CCc2ccccc21	2	0.7	5	-5	-3
7	Cn1nc(C(=O)OCC(=O)Nc2sccc2C(N)=O)c2ccccc2c1=O	-2	1.7	-3	-3	-3
8	CC(C(=O)NC(=O)NC1CCCCC1)N1CCN(C(c2ccccc2)c2ccccc2)CC1 (centres undefined)	0	0.3	2	0	-4

cpd	NPY Y1 blocker	NPY-Y1 PAM-ag	S1P4 antag	Runt-CBFb FRET
1	4	-13	-4	6
2	14	-23	-11	-4
3	3	10	-3	0
4	14	-23	-2	-4
5	0	1	-3	0
6	-3	3	7	2
7	/	-7	-31	0
8	-6	0	-12	-2

# Later entries.
cpd	SMILES	Ba/F3 V617F tox	S1P4 ag	BaF3 tox	NPY2 pot ag	RBBP9 inhibitor
9	N#CNC(=Nc1ccc(F)cc1)SCc1ccccc1	1	1.8	6	2	-2
10	O=C(CNC1CCCCCC1)Nc1ccc(S(=O)(=O)NC2CC2)cc1	-3	0.4	1	-5	-1
11	O=c1[nH]c(SCc2ccc(F)cc2Cl)nc2ccccc12	2	11	12	-3	0
12	Cc1nnc(SCCn2c(N3CCC(C)CC3)nc3c2c(=O)[nH]c(=O)n3C)s1	-1	-4.7	0	10	-4
13	Cc1ccccc1NC(=O)c1onc2c1CCCC2	5	0.7	0	-16	7
14	C/C(=N\Nc1cc(-c2ccccc2)nc(-c2ccccc2)n1)c1ccc(O)c(C)c1	-1	0.5	5	13	-7
15	c1ccc(-c2csc(-c3cccnc3)n2)cc1	-2	0.6	6	-10	-8
16	COc1ccc(CCNC(=O)C(=O)NCc2ccccc2C)cc1OC	3	3.5	0	0	-6

cpd	NPY Y1 blocker	NPY-Y1 PAM-ag	S1P4 antag	Runt-CBFb FRET
9	0	-25	-6	2
10	-4	-27	-39	0
11	-2	-4	6	-1
12	-5	-8	-21	0
13	1	-4	-5	-3
14	1	24	-12	1
15	1	-3	1	-1
16	-1	4	-22	2

# Some of these compounds in order of length of the SMILES, largest number first:
cpd	SMILES	Ba/F3 V617F tox	S1P4 ag	BaF3 tox	NPY2 pot ag	RBBP9 inhibitor
12	Cc1nnc(SCCn2c(N3CCC(C)CC3)nc3c2c(=O)[nH]c(=O)n3C)s1	-1	-4.7	0	10	-4
6	CC(C)[C@H](NC(=O)c1ccco1)C(=O)OCC(=O)N1CCc2ccccc21	2	0.7	5	-5	-3
5	Cn1c(=O)[nH]c(=O)c2c1nc(N1CCOCC1)n2CCN1CCOCC1	1	0.8	7	-14	8
10	O=C(CNC1CCCCCC1)Nc1ccc(S(=O)(=O)NC2CC2)cc1	-3	0.4	1	-5	-1
16	COc1ccc(CCNC(=O)C(=O)NCc2ccccc2C)cc1OC	3	3.5	0	0	-6
11	O=c1[nH]c(SCc2ccc(F)cc2Cl)nc2ccccc12	2	11	12	-3	0
9	N#CNC(=Nc1ccc(F)cc1)SCc1ccccc1	1	1.8	6	2	-2
15	c1ccc(-c2csc(-c3cccnc3)n2)cc1	-2	0.6	6	-10	-8
13	Cc1ccccc1NC(=O)c1onc2c1CCCC2	5	0.7	0	-16	7

cpd	NPY Y1 blocker	NPY-Y1 PAM-ag	S1P4 antag	Runt-CBFb FRET
12	-5	-8	-21	0
6	-3	3	7	2
5	0	1	-3	0
10	-4	-27	-39	0
16	-1	4	-22	2
11	-2	-4	6	-1
9	0	-25	-6	2
15	1	-3	1	-1
13	1	-4	-5	-3

# New compounds follow.
cpd	SMILES	Ba/F3 V617F tox	S1P4 ag	BaF3 tox	NPY2 pot ag	RBBP9 inhibitor
17	CC(=O)N(CN1C(=O)C2CC=CCC2C1=O)c1cccc(Cl)c1 (centres undefined)	-3	-1.1	3	11	-2
18	CN1CCCCc2c1nc1c(c2N)CCCC1	-1	-1.0	4	-13	-3
19	O=[N+]([O-])c1ccc(N/N=C/c2cn(-c3ccccc3)nc2-c2ccccc2)cc1	1	-1.1	4	-2	-7
20	Cn1nc(Oc2ncc(C(F)(F)F)cc2Cl)cc1C(F)(F)F	0	-0.1	0	1	-11
21	CCOC(=O)CSc1nc(=O)n2cccc(C)c2n1	5	0.6	7	1	7
22	COc1cc(C2C3C(=O)N(c4ccccc4)C(=O)C3ON2c2ccccc2)ccc1O (centres undefined)	3	9.0	1	-6	-15
23	COc1ccc(C(=O)CSc2nc(C(C)(C)C)nc3ccccc23)cc1	1	1.6	4	-7	-11
24	CCOC(=O)C1CCN(C(=O)CC(NS(=O)(=O)c2ccc(OC)cc2)C(C)C)CC1 (centres undefined)	-1	-1.1	0	7	-3

cpd	NPY Y1 blocker	NPY-Y1 PAM-ag	S1P4 antag	Runt-CBFb FRET
17	-3	-7	-13	-12
18	5	-5	-7	-3
19	0	7	-8	-11
20	15	1	-14	1
21	-1	1	0	1
22	1	-14	-10	0
23	-2	-14	-17	8
24	8	5	-22	-1

# (cont.)
cpd	SMILES	Ba/F3 V617F tox	S1P4 ag	BaF3 tox	NPY2 pot ag	RBBP9 inhibitor
25	Cc1cc(C)cc(NC(=O)Oc2ccccc2N2CCCCC2)c1	-2	-0.9	-1	4	-1
26	Cc1ccc(Cn2nnc(C(=O)Nc3cccc(C)c3C)c2N)cc1	-3	2.5	4	0	-5
27	COc1ccc(-c2nn(CCC#N)cc2C=C(C#N)C#N)cc1	-5	2.0	-1	-3	-3
28	O=C(CC(=O)N/N=C/c1ccc(F)cc1)N/N=C/c1ccc(F)cc1	4	-2.5	1	13	-7
29	CCOC(=O)C(/C(C)=N/NC(=O)C1CC1c1ccccc1)C(C)C (centres undefined)	-3	2.2	1	5	-2
30	O=c1c(Sc2ccccc2)c(C(F)(F)F)[nH]n1-c1ccccc1	-3	2.5	-2	-11	-10
31	COC(=O)c1ccc2c(=O)n(CCCCCC(=O)NCCNC(C)=O)c(=O)[nH]c2c1	-4	-0.1	3	4	-7
32	C=CCn1c(Cc2c(C)[nH]c3ccccc23)nnc1SCC(=O)NCc1ccc(F)cc1	-5	0.4	4	2	7

cpd	NPY Y1 blocker	NPY-Y1 PAM-ag	S1P4 antag	Runt-CBFb FRET
25	/	13	2	4
26	8	14	-24	0
27	/	5	-2	-3
28	/	5	8	-3
29	3	-4	-18	1
30	2	-10	-13	3
31	4	31	9	-27
32	-8	4	-21	-17

# Other records follow:
cpd	SMILES	Ba/F3 V617F tox	S1P4 ag	BaF3 tox	NPY2 pot ag	RBBP9 inhibitor
33	COc1ccc(N2C3=C(C(=O)CC(C)(C)C3)C(c3ccccc3OC)C3=C2CC(C)(C)CC3=O)cc1	-4	-2.5	-4	12	12
34	COc1ccc(/C=C(/C#N)S(=O)(=O)c2ccc(C)cc2)cc1	1	3.0	8	-8	-4
35	O=S(=O)(c1ccccc1)N1CC=C(c2ccccc2)CC1	2	1.4	3	-5	3
36	COc1cccc([C@@H]2Oc3ccc(OC)cc3C(=O)[C@H]2OC(=O)Nc2cc(OC)c(OC)c(OC)c2)c1	3	0.9	2	0	-8
37	COc1cc(CC(=O)OCC(=O)Nc2ccc3c(c2)OCO3)cc(OC)c1OC	-1	0.2	8	-1	0
38	Fc1ccc(Br)cc1C1C=C(c2ccc(Br)cc2)Nc2ncnn21 (centres undefined)	-5	1.1	0	0	0
39	CC1(O)CC(=O)N(c2ccccc2)O1 (centres undefined)	-4	1.7	3	-2	-5
40	COc1cc2[nH]c(=S)n(CC3CCCO3)c(=O)c2cc1OC (centres undefined)	-1	-0.4	6	11	-5

cpd	NPY Y1 blocker	NPY-Y1 PAM-ag	S1P4 antag	Runt-CBFb FRET
33	/	1	-4	15
34	-8	-14	-6	1
35	4	-5	4	1
36	0	-16	11	-4
37	7	-16	-4	0
38	-2	-9	-14	-4
39	0	-4	8	/
40	-2	-32	-26	1

# The results go on:
cpd	SMILES	Ba/F3 V617F tox	S1P4 ag	BaF3 tox	NPY2 pot ag	RBBP9 inhibitor
41	COc1ccccc1NS(=O)(=O)c1ccc(Cl)cc1	1	-0.4	3	0	-8
42	CCCCOc1cccc(C(=O)N(Cc2cccs2)C2CCS(=O)(=O)C2)c1 (centres undefined)	2	2.5	5	-6	-9
43	COc1ccc(Nc2ncnc3nc[nH]c23)cc1OC	4	-1.5	10	-1	-5
44	CCOC(=O)c1c(NC(=O)CSc2nncs2)sc(C)c1C	0	1.5	5	-1	-11
45	Cc1cc2c(OCC(O)CNC3CCCCC3)cccc2[nH]1 (centres undefined)	-2	0.0	1	103*	4
46	CCOC(=O)c1cc(-c2ccccc2)sc1NC(=O)CC	1	0.6	5	-5	-6
47	Cc1ccc(-c2nn(C)c(=O)c3ccccc23)cc1CN1CCOCC1	-2	-1.8	0	5	-6
48	O=C(Oc1cccc(NC(=O)c2ccco2)c1)c1cccc(S(=O)(=O)N2CCCC2)c1	-1	-0.8	1	-5	-8

cpd	NPY Y1 blocker	NPY-Y1 PAM-ag	S1P4 antag	Runt-CBFb FRET
41	4	18	-8	-3
42	-2	-14	-14	-6
43	2	-8	-6	1
44	-1	-11	-14	-8
45	-11	110*	-17	1
46	1	-28	-9	-3
47	1	9	5	-1
48	-4	5	-9	0

# More compounds follow.
cpd	SMILES	Ba/F3 V617F tox	S1P4 ag	BaF3 tox	NPY2 pot ag	RBBP9 inhibitor
49	C=CCn1c(O)c(/C=C2\C=NN=C2c2ccccc2)sc1=S	0	-0.6	0	18	-6
50	CCOC(=O)NC(=O)COC(=O)c1ccc(O)cc1	4	-1.6	8	6	-2
51	COC(=O)c1sccc1NC(=O)Cn1nnc(-c2ccc(C)cc2)n1	-4	-0.2	0	-8	1
52	COc1ccc(CCNC(=O)CCC(=O)N2CCN(S(=O)(=O)c3ccc(Cl)cc3)CC2)cc1OC	-4	-0.3	1	-7	1
53	COC(=O)c1c(C)n(-c2ccc(OC)cc2)c2ccc(O)cc12	-2	-2.3	3	4	0
54	CC(C)CC(C)NNC(=O)c1cc2ccccc2[nH]1 (centres undefined)	-2	1.5	-1	1	0

cpd	NPY Y1 blocker	NPY-Y1 PAM-ag	S1P4 antag	Runt-CBFb FRET
49	/	16	1	-2
50	-4	10	2	0
51	2	-1	-15	-1
52	-1	15	-8	-2
53	6	4	-5	2
54	-3	7	2	-5
